Screening results (PubChem)
STAT1 act – increases IFN-gamma driven STAT1 reporter signal | AID 932 | activation (% of control), % at 5.5 µM | 200,000 compounds, 2.6% hits | NIH 3T3 STAT1-luciferase reporter, luminescence; 100% = IFN-gamma alone, no compound;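 active = activation above the screen-wide mean activation plus 3 SD, cut at about 130% in these data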;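 also: raw ratio to IFN-gamma control signal so 100% means no change and 0% no light; values of inactives mirror those of a sister screen read the other way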
FLuc act counter – firefly luciferase counter-screen for stimulation assays. AID 1027. activation factor at 10 µM. 200,000 tested, under 10 active. ATPlite luciferase biochemical, luminescence, 10 min; 0 = ATP-free wells, 1 = DMSO control. P08659;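 active = luciferase activation factor, scaled between plate controls, of at least 2 with compound at 10 µM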
Target sequence (P08659 whole entry, looked up): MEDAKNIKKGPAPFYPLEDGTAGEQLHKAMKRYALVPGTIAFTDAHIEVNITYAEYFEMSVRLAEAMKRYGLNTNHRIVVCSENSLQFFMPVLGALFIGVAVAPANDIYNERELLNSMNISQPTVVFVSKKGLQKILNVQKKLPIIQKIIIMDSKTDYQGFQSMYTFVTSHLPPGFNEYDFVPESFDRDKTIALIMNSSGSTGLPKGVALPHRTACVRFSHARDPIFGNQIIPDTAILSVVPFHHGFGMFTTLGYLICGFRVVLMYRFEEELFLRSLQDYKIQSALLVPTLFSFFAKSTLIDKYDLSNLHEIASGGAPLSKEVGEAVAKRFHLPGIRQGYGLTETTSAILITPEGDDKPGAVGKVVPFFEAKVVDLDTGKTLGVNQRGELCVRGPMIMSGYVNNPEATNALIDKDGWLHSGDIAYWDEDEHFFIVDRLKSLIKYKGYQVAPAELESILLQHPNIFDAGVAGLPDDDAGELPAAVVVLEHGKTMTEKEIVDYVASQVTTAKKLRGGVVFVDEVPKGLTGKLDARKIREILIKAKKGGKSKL
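Material: Luciferase/luciferin reagent mix | Doses: Test compounds dosed from 2 mM stocks in 100% DMSO | Timing: 10 min incubation after luciferase reagent addition, room temperature | Measured by: Luminescence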
G6PDH counter – L. mesenteroides G6PDH inhibition counter-screen; Purified L. mesenteroides G6PDH, diaphorase/resazurin coupled fluorescence, 45 min; inhibition, % at 5 µM; 200,000 compounds, 0.12% hits; AID 1020; in the data active = inhibition above about 50%
APP 5'UTR act – APP 5'UTR luciferase reporter activation; SH-SY5Y APP 5'UTR luciferase reporter, luminescence; zero percent = DMSO vehicle wells; activation, % at 2 µM; 190,000 compounds, 1% hits; AID 1276;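 active = activation above a set limit, based on mean plus 3 SD of controls, cut at about 140% in these data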; also: values of inactives mirror those of a sister screen read the other way
FLuc inhib CS – counter-screen for luciferase assay inhibitors: firefly luciferase inhibition | P08659 | ATPLite firefly luciferase biochemical luminescence, 10 min | 200,000 compounds, 1.5% hits | inhibition, % at 10 µM;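 active = inhibition above about 50% when tested at 10 µM, limit read from the data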
HMGR II inh – blocks class II HMG-CoA reductase of Enterococcus faecalis; 190,000 compounds, 0.41% hits; inhibition, % at 10 µM; AID 1066; purified E. faecalis HMGR, NADPH absorbance 340 nm kinetic;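 active = inhibition above a set limit, the median over all tested compounds plus 3 SD, cut at about 9.5% in these data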;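 also: enzyme runs in reverse so mevalonate oxidation gives rising NADPH absorbance; 0% = complete reaction with DMSO and 100% = background rate lacking mevalonate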
DTT redox prof – compounds producing H2O2 with reducing agent – biochemical, NIH compound library profiling, artefact control for MLSCN library redox annotation, primary screen | DTT-dependent redox cycling H2O2, phenol red/HRP absorbance; 100% = 100 µM peroxide control, 0% = buffer | activation, % at 10 µM | 200,000 compounds, 0.03% hits;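 active = activation of at least 50% relative to the plate's high and low controls in the primary single-dose screen; inactive = activation below 50%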;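 also: compound incubated with DTT at 0.8 mM final as the reducing agent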
APP 5UTR inh – APP translation inhibition; AID 1285; inhibition, % at 2 µM; SH-SY5Y APP 5'UTR-luciferase reporter, luminescence; 190,000 compounds, 0.82% hits;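 active = inhibition above a set limit, derived from the sample mean plus 3 SD, cut at about 45% in these data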; also: values of inactives mirror those of a sister screen read the other way
Hsp70 act – Hsp70 transcriptional activation, primary screen; activation, % at 10 µM; 200,000 compounds, 0.04% hits; HeLa Hsp70 promoter luciferase reporter, luminescence; scaled: vehicle 0, proteasome-inhibitor control 100%;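 active = activation above the mean across all tested compounds plus 3 SD, cutoff set per campaign, cut at about 5.5% in these data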;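 also: 100% = MG132 at 30 µM as the positive control and 0% = DMSO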
NF-kB neuron act – compounds increasing NF-kB expression in human neuronal cells. NF-kB reporter expression; active compounds read high. 190,000 compounds, 1.6% hits. fold change at 12.5 µM; in the data active = fold change above about 3.3
Numbers without * were called inactive; x = no result given. The order is random; any-hit rate near 5.3%.

canonical_smiles,NF-kB neuron act,FLuc act counter,Hsp70 act,APP 5'UTR act,DTT redox prof,HMGR II inh,FLuc inhib CS,STAT1 act,G6PDH counter,APP 5UTR inh
O=C(O)c1ccc(NC(=O)c2cccs2)cc1,1.1,1,-0.1,-3,-0.4,0,-4,98,4,3
COc1ccc2ccc(Oc3ncccn3)cc2c1,1.4,1.1,0.5,-9,1.3,-2,-5,104,-2,9
CCOC(=O)C1(CCOc2ccccc2)CCN(Cc2ccc(C)o2)CC1,0.96,1,-0.1,-12,-0.7,-1,-4,88,4,12
CCc1ccc(CN(C)C(=O)CCc2nnc(-c3ccc(-c4ccccc4)cc3)o2)nc1,0.69,1,0.0,-14,-1.1,-2,3,93,14,14
Cc1cc[n+](CC2OCc3ccccc3CO2)cc1,0.96,1.1,0.0,7,0.1,-3,-5,94,10,-7
COc1ccc(CNC(=O)NC2CCCCC2)cc1,1.7,0.9,-0.2,33,1.9,-4,14,108,7,-33
O=C(Cc1ccc(Cl)cc1)Nc1ccc(N2CCCC2)cc1,1.1,1,0.0,6,0.2,-5,-2,102,14,-6
CC1CCC(NC(=O)CN(C)S(=O)(=O)c2cnc[nH]2)CC1 (centres undefined),1.4,1,-0.2,7,-0.6,-4,-4,105,6,-7
COC(=O)c1ccc(NC(=S)NCCc2ccc(OC)cc2)cc1,1.3,1,-0.4,-3,-0.1,4,-1,82,0,3
O=C(NNC(=S)Nc1ccc(F)c(Cl)c1)C1CC1,1.1,1.1,-0.1,-10,0.4,-1,-5,100,10,10
Cc1c(C(=O)NCCCc2ccccc2)cccc1[N+](=O)[O-],0.86,1.1,-0.1,17,0.3,-8,-8,99,-10,-17
CCOC(=O)c1c(NC(=O)COC(=O)Cn2cnc3ccccc32)sc(C)c1C,0.83,1,0.0,-8,-0.3,0,-4,92,5,8
S=C(Nc1ccc2nc(-c3ccccn3)c(-c3ccccn3)nc2c1)N1CCOCC1,0.89,1.1,-0.3,24,-1.3,-1,-6,98,53*,-24
Cc1cc(C(=O)COc2ccc(C#N)cc2)c(C)n1-c1ccc2c(c1)OCO2,0.8,1,-0.5,-8,0.6,-1,-5,94,7,8
CCOc1ccc(C2N(c3cc(C)on3)C(=O)C3CCCN32)cc1OC (centres undefined),1.2,1,-0.1,4,-1.0,-1,-4,98,-5,-4

A second format for part of the listing above:
Every second line gives: NF-kB neuron act, FLuc act counter, Hsp70 act, APP 5'UTR act, DTT redox prof, HMGR II inh, FLuc inhib CS, STAT1 act, G6PDH counter, APP 5UTR inh
COc1ccc(CNC(=O)NC2CCCCC2)cc1
 : 1.7, 0.9, -0.2, 33, 1.9, -4, 14, 108, 7, -33
O=C(Cc1ccc(Cl)cc1)Nc1ccc(N2CCCC2)cc1
 : 1.1, 1, 0.0, 6, 0.2, -5, -2, 102, 14, -6

(further entries)
canonical_smiles,NF-kB neuron act,FLuc act counter,Hsp70 act,APP 5'UTR act,DTT redox prof,HMGR II inh,FLuc inhib CS,STAT1 act,G6PDH counter,APP 5UTR inh
CN1CCN(C(=O)/C(=C/c2ccc(F)cc2)c2ccsc2)CC1,1,1,-0.1,3,-0.1,-5,-4,107,2,-3
O=C(NCCN1CCOCC1)Nc1ccc(F)cc1,0.99,1.1,-0.1,14,-1.1,-10,-6,103,6,-14
CCOC(=O)c1c(C)c(C(=O)Nc2ccc(F)cc2)c(C)n1C,1.3,1,-0.2,-17,-0.2,0,1,105,3,17
O=C(O)C1C(C(=O)Nc2ccc(Cl)cc2)C2C=CC1C21CC1 (centres undefined),1.6,1,-0.2,5,0.2,-11,-2,96,4,-6
O=C(CSc1ncccc1C(=O)O)NCc1ccc(F)cc1,1.1,1.1,0.1,10,2.9,-6,-6,99,-3,-10
CS(=O)(=O)Nc1ccc(Br)cc1C(=O)c1ccccc1,1.1,1,-0.3,6,0.1,-4,4,98,8,-6
COc1ccc(-c2nc(N)n(C(=O)c3ccccc3)n2)cc1,1,1,-0.2,10,-0.3,3,1,100,0,-10
COc1ccc(S(=O)(=O)Nc2ccc(S(=O)(=O)N3CCOCC3)cc2)cc1C,0.94,1,0.8,8,-0.1,1,-3,93,3,-8
O=C(CNS(=O)(=O)c1cccc2nsnc12)NCc1ccc(Cl)cc1,1,1.1,-0.3,5,-3.4,-4,-7,97,14,-5
NS(=O)(=O)c1ccc(NC(=O)C2CCCN(S(=O)(=O)c3ccc(F)cc3)C2)cc1 (centres undefined),0.93,1,-0.4,11,-2.4,-2,-1,103,8,-11
CCC(C)NCC(O)COCc1ccc(Cl)cc1 (centres undefined),1.1,1,-0.5,10,0.7,-2,-3,108,14,-10
COc1ccc(S(=O)(=O)N(C)c2ccc(C(=O)N3CCOCC3)cc2)cc1OC,0.92,1.1,-0.2,10,-3.8,-3,-11,98,-13,-10
CCN(CC)c1ccc(/C=C(\C#N)c2ccccn2)cc1,1.9,0.2,-0.3,160*,-0.2,-3,85*,92,-4,-160
O=C1CCN(C(=O)c2cccs2)c2ccccc21,1.1,1,-0.1,10,0.0,1,-1,94,2,-10
CCOC(=O)c1ccc(NC(=O)CCc2ccc(C)o2)cc1,1.1,1,-0.1,5,2.3,-6,2,96,-3,-5
Clc1ccc(-c2csc(Nc3ccccc3)[n+]2Cc2ccco2)c(Cl)c1,0.96,1,0.0,38,-1.6,2,0,140*,4,-38
CN(C)C(=O)/C(=C\c1ccncc1)NC(=O)c1ccccc1,0.93,1,-0.3,13,-0.5,3,-3,96,10,-13
Cc1cc(C)c2nc(NNC(=O)c3ccc(S(=O)(=O)N4CCCC(C)C4)cc3)sc2c1 (centres undefined),1.7,1.1,-0.3,-7,0.5,-2,-13,107,9,7
COc1ccc(S(=O)(=O)N[C@@H](C)C(=O)OCC(=O)Nc2cc3oc4ccccc4c3cc2OC)cc1,1.9,1,-0.3,57,0.1,2,2,115,-7,-57
Cc1ccc(CN(c2ccc(C(=O)Nc3ccc4c(c3)OCO4)cc2)S(C)(=O)=O)cc1,0.93,1,-0.1,x,3.9,0,-3,98,5,x
COC(=O)C1CCN(C(=O)Cc2ccc(Br)cc2)CC1,1.3,1.1,0.5,1,2.5,-7,-5,101,11,-1
O=C(Nc1ccc2c(c1)OCO2)N1CCCC1,1.6,1,-0.2,33,-0.3,0,4,111,16,-33
CC(Sc1ccc(Cl)cc1)C(=O)Nc1ccc2c(c1)OCO2 (centres undefined),1,1.1,-0.2,9,0.7,-5,-5,98,4,-9
CCOC(=O)N1CCN(Cc2nc3c(c(=O)n(C)c(=O)n3C)n2CCCc2ccccc2)CC1,0.67,1,-0.2,10,-1.0,1,-2,100,7,-10
CC(C)(C)c1ccc(/C=C2\SC(=O)N=C2N)cc1,1.1,1,0.0,18,0.0,-2,0,114,3,-18
CS(=O)(=O)N(CC(=O)NN=C1CCCCCC1)c1ccc(Oc2ccccc2)cc1,1.1,1,-0.1,4,5.2,-7,0,104,7,-4
O=C1CCCC/C1=C/Nc1cccc(C(F)(F)F)c1,1.3,1,0.0,-4,-0.4,-2,1,123,20,4
Cc1ccc(NC(=O)CCC(=O)OCC(=O)c2ccc(Oc3ccc([N+](=O)[O-])cc3)cc2)cc1,0.91,1.1,-0.5,8,0.8,-2,-9,108,-14,-8
CCn1c(CC(=O)Nc2ccccc2)nnc1SCC(=O)Nc1ccccc1C(=O)OC,0.84,1.1,-0.3,4,3.7,3,-8,100,-19,-4
CC(C)(C)NC(=O)C(=O)NCc1ccncc1,1.1,1.1,0.0,1,-0.7,-3,-5,106,-11,-1
Cc1ccc(C(=O)Oc2ccccc2N2C(=O)C3C4CCC(C4)C3C2=O)cc1 (centres undefined),1.1,1.1,-0.2,12,0.0,0,-6,97,4,-12
Cc1cc(C)cc(NC(=O)c2ccc(S(=O)(=O)C(F)F)cc2)c1,0.89,0.8,0.0,-6,0.1,-2,18,91,6,6
Cn1c(=O)c2c(nc(SCC(=O)c3cccs3)n2Cc2ccc(F)cc2)n(C)c1=O,0.91,1,-0.2,-13,0.0,1,-2,92,-1,13
CCOC(=O)CCC(NC(=O)CCCCCCCCC(=O)NC(CCC(=O)OCC)C(=O)OCC)C(=O)OCC (centres undefined),0.91,1,0.0,-16,0.1,-7,-5,95,7,16
Cc1ccc(C(=O)COC(=O)CCC(=O)Nc2ccccc2Cl)cc1[N+](=O)[O-],1.1,1,-0.4,6,-0.2,-5,-4,93,-9,-6
CCN(CC(=O)NCc1ccc(Cl)cc1)C(=O)/C=C/c1ccco1,1.2,1,0.0,13,-1.8,-1,-1,100,9,-13

Compounds shown so far that have a Cl atom, in the order listed:
canonical_smiles,NF-kB neuron act,FLuc act counter,Hsp70 act,APP 5'UTR act,DTT redox prof,HMGR II inh,FLuc inhib CS,STAT1 act,G6PDH counter,APP 5UTR inh
O=C(Cc1ccc(Cl)cc1)Nc1ccc(N2CCCC2)cc1,1.1,1,0.0,6,0.2,-5,-2,102,14,-6
O=C(NNC(=S)Nc1ccc(F)c(Cl)c1)C1CC1,1.1,1.1,-0.1,-10,0.4,-1,-5,100,10,10
O=C(O)C1C(C(=O)Nc2ccc(Cl)cc2)C2C=CC1C21CC1 (centres undefined),1.6,1,-0.2,5,0.2,-11,-2,96,4,-6
O=C(CNS(=O)(=O)c1cccc2nsnc12)NCc1ccc(Cl)cc1,1,1.1,-0.3,5,-3.4,-4,-7,97,14,-5
CCC(C)NCC(O)COCc1ccc(Cl)cc1 (centres undefined),1.1,1,-0.5,10,0.7,-2,-3,108,14,-10
Clc1ccc(-c2csc(Nc3ccccc3)[n+]2Cc2ccco2)c(Cl)c1,0.96,1,0.0,38,-1.6,2,0,140*,4,-38
CC(Sc1ccc(Cl)cc1)C(=O)Nc1ccc2c(c1)OCO2 (centres undefined),1,1.1,-0.2,9,0.7,-5,-5,98,4,-9
Cc1ccc(C(=O)COC(=O)CCC(=O)Nc2ccccc2Cl)cc1[N+](=O)[O-],1.1,1,-0.4,6,-0.2,-5,-4,93,-9,-6
CCN(CC(=O)NCc1ccc(Cl)cc1)C(=O)/C=C/c1ccco1,1.2,1,0.0,13,-1.8,-1,-1,100,9,-13
